Yfh1-off_respiration: mitochondrial function rescue without frataxin homolog – Friedreich's ataxia, plus single-dose screen, dose response (AID 1465); S. cerevisiae Yfh1-off respiration, WST-1 reduction, 72 h; higher fold induction means a stronger effect; fold induction at 50 µM; hits with a dose series show EC50 in µM; 0.074% of 220,000 active;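 active = fold induction of absorbance versus untreated yeast above a set limit, then at least 30% activation at any dose in follow-up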;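 note: activators that raise dye reduction in frataxin-depleted yeast; strong numbers were not always called active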
Calls only; i = inactive. A portion of the library; rates above refer to the full screens.

SMILES Yfh1-off_respiration
Cc1cc(=O)oc2cc(O)ccc12 i

Screening results as filed in PubChem BioAssay.
